GAA glycogen: qHTS Assay for Inhibitors and Activators of Human alpha-Glucosidase Cleavage of Glycogen | Lysosomal alpha-glucosidase (Homo sapiens), P10253 | Potency, µM (doses to about 76.4 µM), for inactives: top-dose activity change, negative = inhibition, hits mostly inhibitors | AID 2100, 2009 | 300,000 compounds, 0.38% hits | recombinant GAA, glycogen substrate, Amplex Red glucose oxidase fluorescence;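 also: 0% = full enzyme reaction and -100% = no-enzyme basal signal; the screen sought inhibitors and activators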
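qHTS, 1536-well; enzyme 4 nM final; cpd up to 77 uM; substrate bovine liver glycogen 30 ug; 50 mM citrate/phosphate pH 5.0, 0.01% Tween-20; 37 C, 40 min; Amplex Red detection 45 min RT; Hill fit → AC50.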
HTT cytoprotect: qHTS Multiplex Assay to Identify Dual Action Probes in a Cell Model of Huntington: Cytoprotection (ATP); PC12 HTT-Q103 induced, cytoprotection, ATP luminescence, 40 h; Potency, µM (top dose mostly 56.4 µM), for inactives: cytoprotection (ATP increase), hits mostly activators; 230,000 compounds, 0.14% hits; AID 1471, 2008;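 also: % of control where 0% means no effect; nearly all actives have a fitted effect of over 45% in size; toxic huntingtin expression switched on by the ecdysone agonist tebufenozide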
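Quantitative HTS on tebufenozide-induced (100 nM) PC12 cells expressing HTTQ103 exon 1–GFP; compounds tested as a concentration series; survival measured via cellular ATP.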
GLA spleen mod: qHTS Assay for Inhibitors and Activators of Human alpha-Galactosidase From Spleen Homogenate; human spleen homogenate, 4MU-alpha-Gal fluorescence, 40 min; Potency, µM (doses to about 80 µM), inactives show at the top dose activity change, negative = inhibition, hits mostly inhibitors; 240,000 compounds, 0.008% hits; AID 2107, 2009;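 also: 0% = enzyme with vehicle and -100% = no enzyme basal signal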
Target sequence (P06280 32-429 limits assumed): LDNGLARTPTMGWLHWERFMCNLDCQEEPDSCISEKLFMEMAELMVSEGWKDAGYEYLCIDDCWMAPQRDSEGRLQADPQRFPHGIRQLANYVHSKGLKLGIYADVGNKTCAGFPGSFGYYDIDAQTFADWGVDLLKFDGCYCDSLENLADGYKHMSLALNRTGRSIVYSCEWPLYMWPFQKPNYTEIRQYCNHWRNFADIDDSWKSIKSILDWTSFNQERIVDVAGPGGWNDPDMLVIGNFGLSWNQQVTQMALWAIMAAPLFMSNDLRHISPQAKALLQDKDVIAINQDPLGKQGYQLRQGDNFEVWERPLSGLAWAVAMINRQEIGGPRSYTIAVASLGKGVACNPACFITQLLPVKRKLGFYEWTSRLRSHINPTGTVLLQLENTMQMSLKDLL
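Fluorogenic readout (Ex 365/Em 440 nm) of 4-methylumbelliferone released from 1 mM 4-MU-alpha-galactoside by spleen homogenate, 40 min at 37C, pH 5.0. Data normalized to no-enzyme and enzyme controls; Hill-equation AC50 from compound titrations.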
Tau fluor counter: Counterscreen qHTS for Inhibitors of Tau Fibril Formation, Fluorescence Polarization; 280,000 compounds, 0.93% hits; tau K18 P301L Alexa594 fluorescence, heparin fibrillization; Potency, µM (series often up to 57.7 µM), inactives show at the highest dose activity change, negative = decrease; also: % is scaled to controls: 0 for no effect and ±100 for the full control effect; nearly all actives have a fitted effect of over 55% in size
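Human K18 P301L tau (15 uM unlabeled plus 0.24 uM Alexa 594-labeled, final) in 100 mM sodium acetate pH 7 was mixed with compound and 20 uM heparin and incubated 6 hr at 37 C.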
GAA spleen mod: qHTS Assay for Inhibitors and Activators of Human alpha-Glucosidase From Spleen Homogenate. 240,000 compounds, 0.006% hits. Potency, µM (highest dose often 79.9 µM), for inactives: top-dose activity change, negative = inhibition, usual class: inhibitors. Lysosomal alpha-glucosidase (Homo sapiens), P10253. human spleen homogenate, 4-MU-alpha-glucoside fluorescence;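 also: 0% = enzyme with vehicle and -100% = no enzyme basal signal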
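Compounds were titrated against alpha-glucosidase in spleen homogenate at pH 5.0, with 1 mM 4-methylumbelliferyl substrate for 40 min at 37 C. Reactions were quenched with pH 10 NaOH/glycine and fluorescence measured.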
GAA inhib: qHTS Assay for Inhibitors of Human alpha-Glucosidase as a Potential Chaperone Treatment of Pompe Disease; Lysosomal alpha-glucosidase (Homo sapiens), P10253; purified human GAA, 4-MU-alpha-glucoside fluorescence; Potency, µM (top dose mostly 76.9 µM), inactives show top-dose activity change, negative = inhibition, actives largely listed as inhibitors; 200,000 compounds, 0.005% hits;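 also: plate controls were uninhibited enzyme wells for no effect and no-enzyme background for full effect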
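Endpoint fluorogenic read: 20 min room-temperature reaction of 4 nM human alpha-glucosidase with 400 uM 4-methylumbelliferyl-alpha-D-pyranoside, pH 5.0, quenched with 1M NaOH/1M glycine pH 10. AC50 from Hill modeling.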
Tau fibril FP: qHTS for Inhibitors of Tau Fibril Formation, Fluorescence Polarization; Microtubule-associated protein tau (Homo sapiens), P10636; 280,000 compounds, 0.39% hits; K18 P301L tau heparin fibrillization, Alexa594 FP, 6 h; Potency, µM (highest dose often 57.7 µM), for inactives: at the highest dose activity, negative = inhibition, most hits filed as inhibitors; also: % is scaled to controls: 0 for no effect and ±100 for the full control effect; nearly all actives have a fitted effect of over 55% in size
Target sequence (P10636 561-689 P618L limits assumed): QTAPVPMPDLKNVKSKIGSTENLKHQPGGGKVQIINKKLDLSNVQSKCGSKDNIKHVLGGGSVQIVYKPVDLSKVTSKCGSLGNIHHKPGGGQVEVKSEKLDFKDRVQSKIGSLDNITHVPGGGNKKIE
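Compound effects on tau fibrillization are measured by Alexa 594 fluorescence polarization (ex 555, em 632 nm). K18 P301L tau is used at 15 uM with 0.24 uM labeled tracer, and 20 uM heparin induces aggregation over 6 hr at 37 C.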
Tau ThT inhib: qHTS for Inhibitors of Tau Fibril Formation, Thioflavin T Binding | recombinant tau K18 P301L (four-repeat tau fragment), heparin-induced fibrillization, ThT fluorescence | Potency, µM (top dose mostly 57.4 µM), for the others: top-dose activity, negative = inhibition, hits mostly inhibitors | 270,000 compounds, 2.1% hits | AID 1460, 2008; also: % is scaled to controls: 0 for no effect and ±100 for the full control effect; nearly all actives have a fitted effect of over 55% in size
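Heparin-induced fibrillization of the P301L-mutant K18 repeat-domain fragment of human tau was followed by ThT binding in quantitative high-throughput format.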
The depositor's hits bear a star; ? = inconclusive; nt = not tested or not shown; & = joins results of further samples; [ ] = another dose, or the depositor's remark. Calls follow the shape of the dose curve; as a rule, active = well fitted curve in the direction sought with a large enough effect; inconclusive = small, poorly fitted or top-dose-only effect, or another doubt; inactive = no such curve, though single readings can be large; an effect the other way counts as inactive or inconclusive. Potency is read from the fitted curve at half-maximal effect. This is a random part of the collection. About 3.3% of those tested had a hit in this group.

SMILES	GAA glycogen	HTT cytoprotect	GLA spleen mod	Tau fluor counter	GAA spleen mod	GAA inhib	Tau fibril FP	Tau ThT inhib
Cc1nnc(SCC(=O)Nc2nc(-c3ccccc3)cs2)n1N	8%	-11%	?	-6%	-12%	-3%	-4%	4%
COc1ccc(Cl)cc1-n1c(CCC(=O)O)ccc1-c1ccc(C)cc1	8%[76.3 µM]	nt	nt	-3%	nt	nt	0%	-7%
Clc1ccc(OCc2nnc(SCc3nc4ccccc4[nH]3)n2Cc2ccco2)cc1	-20%	-45%[inhibitor][0.074 µM]	9%	-19%	9%	-4%	1%	-15%
CCOCN(C(=O)Cn1c(CC(C)C)nc2ccccc21)c1c(C)cccc1CC	13%[76.3 µM]	nt	nt	-19%	nt	nt	2%	-14%
Cc1cccc(NC(=O)c2nnn(CC(=O)Nc3ccc(C(C)C)cc3)c2N)c1C	-9%[76.3 µM]	nt	nt	-9%	nt	nt	-7%	-11%
Clc1cccc(-c2nn3c(-c4cccc(Cl)c4)nnc3s2)c1	16%	-8%	-3%	8%	-3%	3%	4%	-3%
COc1ccccc1NC(=O)C(=O)NCc1ccncc1	2%	7%[10 µM]	0%	5%	-4%	-4%	1%	2%
CCC(C)N1C(=O)S/C(=C/c2ccc3c(c2)n(C)c(=O)n3C)C1=O (stereo not drawn)	2%	-105%[inhibitor]	5%	-8%	-15%	-1%	-2%	-8%
CC(=O)N(CCC(c1ccccc1)c1ccco1)Cc1cccs1 (stereo not drawn)	4%	-6%	14%	7%	-2%	-4%	-1%	11%
COc1ccc(-c2nc(NC(=O)CSc3nnc(C)s3)ns2)cc1	7%	2%[1.9 µM]	9%	-2%	9%	-7%	4%	-11%
COc1ccccc1CNC(=O)CN(C)CC(=O)Nc1cccc(F)c1	4%	6%[10 µM]	3%	-8%	7%	3%	-6%	-11%
C=CCn1c(SCc2ccc(C(=O)Nc3nccs3)cc2)nnc1-c1ccc(C)c(Cl)c1	-11%	-7%[10 µM]	2%	-22%	-1%	5%	2%	-14%
CC(OC(=O)CN1C(=O)C2CCCCC2C1=O)C(=O)Nc1ncc(Cl)cc1Cl (stereo not drawn)	7%	-4%	3%	1%	2%	-9%	1%	2%
CCOCCCNC(=O)C(c1ccc(C)cc1)N(Cc1ccc2c(c1)OCO2)C(=O)CNC(C)=O (stereo not drawn)	0%	17%[10 µM]	-8%	-3%	-4%	2%	0%	-3%
CC1Cc2ccccc2N1CC(=O)c1c(N)n(Cc2ccccc2)c(=O)n(C)c1=O (stereo not drawn)	?	-4%[10 µM]	-2%	?	3%	-3%	7%	-16%
Cc1ccc(CSc2nccc(-c3c(C)nc4ccccn34)n2)cc1	-3%	1%[10 µM]	20%	-9%	-17%	4%	5%	-10%
CCC(Cc1ccccc1)NC(=O)Cn1ncc2c3ccccc3n(Cc3ccccc3)c2c1=O (stereo not drawn)	-11%[76.3 µM]	nt	nt	-5%	nt	nt	-2%	4%
Cn1c(=O)c2c(SCC(=O)N3CCCc4ccccc43)nc(C3CC3)nc2n(C)c1=O	-26%	10%	-15%	-6%	-10%	-1%	-6%	-14%
CCCNC(=O)CCSc1nc(-c2ccc3c(c2)OCO3)cc(C(F)(F)F)n1	-4%[76.3 µM]	nt	nt	-18%	nt	nt	-9%	-11%
COc1ccc(CCNC(=O)CN(CCc2ccccc2)S(C)(=O)=O)cc1	3%	8%[10 µM]	7%	-13%	5%	-7%	-9%	-5%
CCOC(=O)N1CCN(Cc2ccc(F)cc2F)CC1	5%	-14%	2%	-1%	-6%	-4%	1%	-6%
C=CCNCCCOc1ccc(C)cc1Br	5%	nt	-9%	-4%	-11%	-2%	-9%	-3%
COc1ccc(/C=C/C(=O)Nc2cccc(F)c2)cc1S(=O)(=O)N1CCOCC1	-2%	nt	-6%	-20%	-1%	-9%	-13%	14%
COc1nc2c(s1)C(=O)NCCC2	3%	?	6%	4%	2%	1%	-3%	-5%
COc1ccc2[nH]c(=O)c(CN(CCO)C(=O)c3ccccc3F)cc2c1	5%	-28%[10 µM]	-7%	2%	-7%	-1%	4%	0%
CCc1cc2c(SCC(=O)c3ccc(Cl)s3)ncnc2s1	2%	-18%	11%	-17%	6%	?	1%	-10%
Cc1nc2ccccc2n1CC(=O)OCC(=O)NCc1ccccc1	12%	-1%	-5%	0%	-2%	-3%	0%	-5%
CC(C)CN1CCC(=O)N([C@H](CSc2ccc(Br)cc2)Cc2ccccc2)CC1	0%	3%[10 µM]	2%	-1%	0%	nt	1%	-13%
COc1cccc(-c2nnc3n(Cc4ccc(F)cc4)c(=O)c4ccccc4n23)c1	5%[76.3 µM]	nt	nt	-7%	nt	nt	?	6%
Cc1cc(C)c2c(N)c(C(=O)N3CCc4ccccc4C3)sc2n1	-3%	-5%[10 µM]	-6%	-11%	-2%	-11%	0%	?
CCOC(=O)C1(C)NC(c2ccc(OC)c(OC)c2)C2C(=O)N(CC)C(=O)C21 (stereo not drawn)	0%	8%[10 µM]	-15%	7%	-10%	-4%	8%	6%
COc1ccc(COCC(O)CN2CCOCC2)cc1OC (stereo not drawn)	-7%	2%	-8%	-9%	-4%	-5%	0%	-9%
Cc1ccc(-n2nc(-c3ccco3)cc2C(=O)NCc2cccnc2)cc1	-2%	-35%	10%	-15%	-3%	-3%	?	?
COc1ccc(CCNC(=O)C2Cc3ccccc3C(=O)O2)cc1 (stereo not drawn)	2%	-14%	8%	-3%	nt	-4%	6%	-12%
COc1cc(C(=O)NCCCN2CCCC2=O)cc(OC)c1OC	0%	-12%	1%	-8%	-12%	-3%	1%	-10%
CNC(=S)N/N=C/c1ccc(-c2ccc(Cl)c([N+](=O)[O-])c2)o1	10%	23%[10 µM]	-5%	?	0%	6%	-13%	?
Cc1nn(CCC(=O)NNC(=S)Nc2ccccc2)c(C)c1Br	?	nt	-3%	-12%	-12%	1%	4%	-17%
NC(N)=NS(=O)(=O)c1ccc(N/C=C\C(=O)c2ccncc2)cc1	-7%	7%[10 µM]	7%	3%	4%	-2%	-10%	10%
COc1ccc(/C=C/C(=O)OCC(=O)Nc2ccc(Cl)c(S(=O)(=O)N(C)C)c2)cc1OC	-2%	5%[10 µM]	-1%	?	0%	7%	?	-3%
CC(NC(=O)c1ccc(F)cc1)C(c1cccs1)N1CCN(C)CC1 (stereo not drawn)	7%	8%[10 µM]	-8%	0%	-6%	1%	1%	-6%
CSc1ccc(CCNC(=O)CCCn2nc(C)c3sc4ccccc4c3c2=O)cc1	-4%[76.3 µM]	nt	nt	?	nt	nt	?	?
Cc1sc2nc(CN3CCCC3)nc(Cl)c2c1C	-5%	18%[10 µM]	4%	9%	-4%	-7%	-8%	-10%
O=C(CSc1nc2ccccc2[nH]1)Nc1nc(-c2ccccc2)c(-c2ccccc2)o1	-15%	15%[10 µM]	3%	-24%	5%	-5%	3%	-11%
Cc1nc2c(c(=O)n1CCC1=CCCCC1)c1nc3ccccc3nc1n2/N=C/c1ccccc1	-4%	12%	2%	-5%	7%	-4%	3%	-12%
CN(CC(=O)NCc1ccco1)S(=O)(=O)c1ccc2c(c1)c(=O)n(C)c(=O)n2C	4%	6%[10 µM]	-2%	nt	2%	nt	nt	nt
CC(C)(C)C(=O)O/N=C(\N)COc1cccc(Cl)c1	0%	27%[10 µM]	-7%	11%	-1%	nt	11%	11%
CC(C)CCSc1nc2c(c(=O)[nH]c(=O)n2C)n1CCc1ccccc1	1%	-5%[0.074 µM]	-5%	-5%	-3%	4%	7%	-10%
Cc1cc(NC(=O)CCC(=O)N(CC2CCCO2)C(C(=O)NC2CCCC2)c2cccnc2)no1 (stereo not drawn)	1%	29%	5%	-5%	-2%	-3%	1%	1%
CN(CCc1ccc(Cl)c(Cl)c1)CCN1CCCC1	nt	?	-3%&4%	-5%&0%	-1%&1%	nt	-1%&5%	-1%&3%
Cc1cc(NC(=O)CSc2ccc3nnc(-c4cccnc4)n3n2)no1	5%	2%	-2%	-6%	-2%	-6%	8%	-21%
O=C(Nc1ccccc1)c1nc[nH]c1C(=O)O	-11%[76.3 µM]	nt	nt	-18%	nt	nt	-13%	-17%
CCC(CC)C(=O)Nc1cccc(/C(C)=N/NC(=O)c2c(Br)cnn2C)c1	0%	-27%	14%	-2%	5%	-1%	5%	-4%

Rewritten field by field: 2 of the compounds above.
Clc1ccc(OCc2nnc(SCc3nc4ccccc4[nH]3)n2Cc2ccco2)cc1
  GAA glycogen: -20%	HTT cytoprotect: -45%[inhibitor][0.074 µM]	GLA spleen mod: 9%	Tau fluor counter: -19%	GAA spleen mod: 9%	GAA inhib: -4%	Tau fibril FP: 1%	Tau ThT inhib: -15%

CCOCN(C(=O)Cn1c(CC(C)C)nc2ccccc21)c1c(C)cccc1CC
  GAA glycogen: 13%[76.3 µM]	HTT cytoprotect: nt	GLA spleen mod: nt	Tau fluor counter: -19%	GAA spleen mod: nt	GAA inhib: nt	Tau fibril FP: 2%	Tau ThT inhib: -14%

Bioassay records: PubChem, National Center for Advancing Translational Sciences (NCATS)
